HTR2A ag: mouse HTR2A agonism via beta-arrestin recruitment; CHO-K1 mHTR2A beta-arrestin complementation, luminescence; percent of 30 µM serotonin response; activation, % at 7.6 µM; actives 0.66% (n = 360,000); AID 624169;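 active means activation above a run cutoff, the mean activation of all tested compounds plus 3 SD, cut at about 14% in these data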;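 further: 0% = plate median of compound wells and 100% = 30 µM serotonin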
Target sequence (P35363 whole entry, looked up): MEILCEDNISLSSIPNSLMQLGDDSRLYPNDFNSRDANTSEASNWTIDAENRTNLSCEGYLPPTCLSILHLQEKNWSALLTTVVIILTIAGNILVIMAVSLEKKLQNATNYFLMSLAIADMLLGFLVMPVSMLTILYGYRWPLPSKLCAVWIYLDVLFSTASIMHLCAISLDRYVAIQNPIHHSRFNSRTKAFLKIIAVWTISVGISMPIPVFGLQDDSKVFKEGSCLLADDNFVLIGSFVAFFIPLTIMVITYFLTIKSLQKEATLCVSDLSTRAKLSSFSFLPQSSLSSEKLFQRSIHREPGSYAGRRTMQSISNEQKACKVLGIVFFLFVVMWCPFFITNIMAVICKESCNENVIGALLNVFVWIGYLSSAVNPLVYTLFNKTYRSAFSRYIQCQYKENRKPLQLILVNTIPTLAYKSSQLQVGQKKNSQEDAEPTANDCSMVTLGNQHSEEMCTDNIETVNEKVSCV
ABCB6 inh MLPCN: inhibitors of human ABC transporter ABCB6; Q9NP58; K562-ABCB6 porphyrin accumulation, flow cytometry, 1 h; stronger effect = lower value; fluorescence ratio to DMSO, % at 10 µM; actives 0.19% (n = 360,000); AID 602162;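 active means fluorescence ratio to DMSO below 75%, the collection mean minus 3 SD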;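 further: signal is porphyrin accumulated inside mitochondria; 100% equals median channel fluorescence of DMSO control wells; lower ratio means ABCB6 inhibition with less porphyrin fluorescence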
MC4R antagonist: antagonists of human melanocortin 4 receptor (MC4R) | AID 540295 | MC4R-expressing cells, MTII-stimulated cAMP, LANCE TR-FRET | P32245 | actives 0.48% (n = 360,000) | inhibition, % at 6.5 µM;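 active means inhibition above its plate's cutoff, the mean of tested wells on that plate plus 3 SD, cut at about 29% in these data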;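 further: 0% = Melanotan II alone and 100% = Melanotan II plus saturating MCL0020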
Target sequence (P32245 whole entry, looked up): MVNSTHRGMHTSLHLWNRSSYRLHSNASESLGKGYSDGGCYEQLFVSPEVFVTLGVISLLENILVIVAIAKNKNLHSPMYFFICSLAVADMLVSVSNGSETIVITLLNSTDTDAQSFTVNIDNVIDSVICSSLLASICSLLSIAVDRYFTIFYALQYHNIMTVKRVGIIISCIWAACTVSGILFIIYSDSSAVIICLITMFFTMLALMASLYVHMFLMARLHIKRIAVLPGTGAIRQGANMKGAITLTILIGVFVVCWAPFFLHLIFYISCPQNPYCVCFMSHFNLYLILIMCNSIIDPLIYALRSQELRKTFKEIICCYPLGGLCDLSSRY
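system = U2OS cells with stable human MC4R expression | also added = Melanotan II challenge after compound preincubation | dosing = one concentration, 6.5 µM nominal | incubation = compound 30 min, challenge 1 h, detection 1 h | measured by = TR-FRET with Eu-cAMP and labeled anti-cAMP, 671 nm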
aDG glyco up: alpha-DG glycosylation activation | AID 624168 | Pro5-aDG cells, alpha-DG glycosylation AlphaScreen (IIH6); 0% Pro5, 100% B10-LARGE cell signal | actives 0.22% (n = 360,000) | activation, % at 10 µM;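 active means activation of at least 8% versus controls, or a plate z-score of at least 8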;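 further: Pro5 are CHO cells carrying HIG-tagged alpha-DG that lacks glycosylation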
Granule exo inh: blocks lytic granule exocytosis; TALL-104 LAMP-1 surface exposure, flow cytometry; cells stimulated with thapsigargin and PMA; inhibition, % at 10 µM; actives 0.66% (n = 360,000); AID 651702;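 active means inhibition above about 55%, limit read from the data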
Glyco luc inh: N-linked glycosylation inhibition | D54 ERlucT glycosylation luciferase reporter, 24 h; percent of 100 nM tunicamycin response | reporter increase, % at 12.5 µM | actives 0.23% (n = 360,000) | AID 588692;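 active means mean luciferase reporter signal, scaled so untreated is 0 and the glycosylation-blocking control 100, at or above a set limit in every replicate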;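 further: luciferase carries N-glycosylation sites so blocking glycosylation raises the light; 0% = median of neutral control wells and 100% = median of 100 nM tunicamycin wells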
MC4R barr agon: human MC4R agonism via beta-arrestin; P32245; U2OS MC4R beta-arrestin complementation, luminescence; percent of melanotan II response, DMSO zero; activation, % at 8.9 µM; actives 0.98% (n = 360,000);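 active means activation above a per-plate cutoff, the mean activation of sample wells on that plate plus 3 SD, cut at about 8% in these data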
ABHD5-PLIN5 inh: inhibitors of human ABHD5-perilipin-5 interaction. Q00G26+Q8WTS1. actives 0.78% (n = 360,000). inhibition, % at 4 µM. Split G. princeps luciferase complementation, luminescence, 4 h;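 active means inhibition above the mean inhibition across every tested compound plus 3 SD, cut at about 22% in these data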;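 further: 0% = DMSO only wells and the 100% control is not disclosed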
Cardio protect: protects H9c2 cardiomyocytes from peroxide injury; H2O2 injury protection, ATPLite, 2 h; protection from H2O2 cell death, % at 20 µM; actives 0.63% (n = 360,000);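 active means compounds giving at least 50% protection of heart cells from peroxide-induced death in the single-dose screen, raw or plate-pattern-corrected value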;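 further: 0% = DMSO wells with peroxide and 100% = DMSO wells without peroxide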
iPSC survival up: increases survival of single human iPS cells. hiPSC single-cell survival, ATPlite luminescence; 100% = ROCK inhibitor wells, 0% = DMSO. survival enhancement, % at 20 µM. actives 0.044% (n = 360,000). AID 602274; in the data active means survival enhancement above about 18%;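 further: cells exposed to compounds for 16 hours before the ATP read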
* hit, by the source's call; . = not tested or not shown.

SMILES	HTR2A ag	ABCB6 inh MLPCN	MC4R antagonist	aDG glyco up	Granule exo inh	Glyco luc inh	MC4R barr agon	ABHD5-PLIN5 inh	Cardio protect	iPSC survival up
COc1ccc(C2=Nn3c(nnc3-c3ccccn3)SC2)cc1	-1	91	-7	3.4	2	19	-0.4	6	14	-2.7
O=C(CNC(=O)c1ccc([N+](=O)[O-])cc1)N/N=C\c1ccc(OC(=O)c2ccccc2)cc1	-2	83	-6	-0.2	5	4	2.1	4	4	-2.1
COC(=O)/C(C(C)=O)=C(\C=C\N(C)C)N(C)C	4	93	-2	0.0	0	1	-1.4	9	-2	0.9
CCOC(=O)C1CCN(C(=O)CCc2ccc(S(=O)(=O)NC(C)C)cc2)CC1	1	100	3	0.0	-1	-1	-2.1	-4	4	2.6
O=C(Cn1cnc2ccccc21)Nc1ccc2c(c1)OCCCO2	7	100	12	3.5	15	0	-0.1	1	-19	0.0
Cc1ccc(-n2nc3c(=O)n(CC(=O)NCc4cccs4)nc(C)c3c2C)cc1	4	95	16	1.9	6	0	0.0	4	-3	1.2
Cc1cc(C)n2nc(SC(C)C(=O)Nc3ccc(Cl)cn3)nc2n1 (stereo not drawn)	6	104	-1	0.1	4	3	-1.5	3	-3	0.1
CC(=O)N1CC(C)Sc2ccc(S(=O)(=O)NCCc3ccccc3)cc21 (stereo not drawn)	3	93	4	0.6	-2	-4	-2.1	-6	-18	0.2
C=CCn1c(Sc2nnc(C)s2)nc2c1c(=O)[nH]c(=O)n2C	0	68*	-11	0.0	1	1	-0.8	2	4	-1.6
CCOC(=O)C1C(=O)NC(N2CCCCC2)=NC1c1ccco1 (stereo not drawn)	8	92	-3	0.2	1	1	1.5	10	18	-1.2
CS(=O)(=O)N(CC(=O)NCC1CCCO1)c1cccc(Cl)c1 (stereo not drawn)	4	99	1	0.1	-3	-1	3.4	0	-1	0.2
CC(=O)c1cccc(S(=O)(=O)N2CCC(C(=O)OC3CCOC3=O)CC2)c1 (stereo not drawn)	4	88	40*	0.2	9	2	-1.0	2	21	-0.2
Cc1cc(C)cc(N(CC(=O)N2CCN(c3ccccc3)CC2)S(=O)(=O)c2c(C)noc2C)c1	-1	100	-3	-0.1	-6	-1	1.8	1	4	-1.3
CC(=O)c1sc(Nc2cccc(C)c2)nc1C	-3	99	8	0.0	0	8	-1.6	1	-3	-0.9
Nc1cc(=O)[nH]c(SCC(=O)Nc2cc(Cl)cc(Cl)c2)n1	2	96	-2	-0.1	-2	2	-0.8	8	6	0.6
COc1ccc2c(CC(=O)OCC(=O)Nc3ccc4c(c3)OCO4)coc2c1	5	97	3	-0.1	-1	-1	-2.2	-7	-1	0.5
S=C(NCc1ccco1)NCC(c1ccco1)N1CCCCC1 (stereo not drawn)	-1	97	-3	-0.2	5	-1	2.1	3	2	-1.6
CCN(C(=O)COC(=O)c1ccc(Br)o1)C1CCCCC1	0	104	-1	0.2	-4	2	1.9	-1	1	0.3
CCSc1nnc2n(-c3ccc(OC)cc3)c(=O)c3c4c(sc3n12)CCCC4	-2	119	17	0.0	0	2	-1.3	7	8	-2.3
CC1CCCCN1C(=O)c1cc2nc(-c3ccccc3)cc(-c3ccccc3)n2n1 (stereo not drawn)	-5	90	12	0.5	-1	-5	2.7	-4	-11	1.2
COc1cccc(CN(C)C(=O)c2cccc(S(=O)(=O)N3CCN(c4ccccc4)CC3)c2)c1	-2	97	7	0.8	-2	-5	0.2	-2	-14	3.4
O=C1c2ccccc2C(=O)C1c1ccc(Cl)cc1	4	102	12	-0.3	-7	-1	-1.8	9	1	0.0
Cc1nc2ncnn2c(C)c1Cc1cccc(F)c1	7	.	6	-0.2	2	0	-2.1	-1	2	-0.5
Cc1cc(C)n(-c2nnc3n2N=C(c2ccccc2)CS3)n1	0	99	4	0.0	3	3	-2.1	0	4	-0.3
CC1(C)CC(=O)C=C(Nc2ccccc2N)C1	-3	122	13	0.0	12	1	-0.8	3	5	-0.6
CC(C)C(=O)N1CCN(c2ccccc2NC(=S)NC(=O)c2cccs2)CC1	-1	95	26	0.4	-2	-2	0.7	1	27	3.6
Cc1ccc(S(=O)(=O)N(CC(=O)NCCSc2ccccn2)c2ccccc2F)cc1	-1	95	-8	0.0	47	-7	2.4	-3	-2	3.0
C=CCOc1ccc(/C=C2/C(=N)N3N=C(CC(=O)N4CCCC4)SC3=NC2=O)cc1OC	3	99	3	-0.2	0	-1	-1.6	-5	1	-0.4
Cn1c(SCC(=O)Nc2ccc(F)cc2)nnc1C1CC1	-8	100	3	0.1	7	1	-0.4	4	-5	-0.5
O=C(Nc1ccc(Cl)cn1)c1ccccc1[N+](=O)[O-]	-1	97	0	-0.4	-1	8	1.3	6	-4	-1.3
O=C(NCC(=O)N1CCN(c2ncccn2)CC1)c1ccccc1OC(F)F	-1	97	14	0.4	-2	-1	0.2	-6	5	8.6
O=C(N/N=C/c1ccccc1O)C(=O)N1CCCCCC1	7	96	-6	0.4	0	-1	-4.3	9	39	-0.3
O=C(Cc1ccc(Cl)cc1)Nc1ccc(S(=O)(=O)Nc2ncccn2)cc1	3	91	2	-0.1	-3	1	-1.3	2	-3	-0.3
C1=CC2CC1CC2CN1CCN(c2ccccc2)CC1 (stereo not drawn)	15*	103	5	0.2	3	0	-2.5	-8	1	-1.3
CC(C)(C)NC(=O)/C(=C/c1ccco1)c1ccccc1	-1	94	8	0.3	-3	2	-0.8	9	5	-3.5
COC(=O)CCC(=O)OC1(C)C(=O)C2=CN(c3ccccc3)C(c3ccc(OC)cc3)=CC2=C(Br)C1=O (stereo not drawn)	4	104	2	0.2	0	0	0.1	3	3	1.5
Cc1nn(CC(=O)NC(=O)c2ccccc2)c(C)c1[N+](=O)[O-]	3	83	-2	0.3	0	2	0.1	0	-5	-0.3
NNC(=O)COc1ncn(-c2ccccc2)n1	-2	102	-5	-0.1	-4	1	-1.8	2	1	-2.2
COc1cccc(/C=C/C(=O)c2cccc([N+](=O)[O-])c2)c1	0	103	13	-0.2	0	14	-0.6	64*	-14	-0.6
CCN(CC(=O)Nc1ccccc1C(F)(F)F)C(=O)c1ccccc1Sc1ccccc1C#N	-2	96	6	0.1	5	-2	-3.9	4	3	0.3
CC(C)n1[nH]c2ccccc2c1=O	-3	99	.	0.2	-4	-2	.	-3	-2	0.5
CC(C)(C)NC(=O)CSc1nncn1NCc1cccc2ccccc12	-4	96	-2	0.2	8	1	0.2	-4	-11	0.2
O=C(CSc1nc2ccccc2c(=O)n1CCCN1CCOCC1)NC12CC3CC(CC(C3)C1)C2	-1	103	13	0.1	2	-3	2.7	6	1	0.6
Cc1onc(-c2ccccc2)c1C(=O)N1CCN(S(=O)(=O)c2ccc(OC(F)(F)F)cc2)CC1	-3	96	17	0.0	8	-1	1.8	-11	-6	0.4
COc1ccccc1N1CCN(c2ccc3cc(S(=O)(=O)N4CCCCC4)ccc3n2)CC1	6	106	11	1.6	-2	-12	-2.5	-7	-2	1.3
Cc1cc(C(=O)COC(=O)c2cnccn2)c(C)n1-c1ccc(Br)cc1	9	102	1	0.0	-8	0	-1.6	2	-3	-1.4
CC(C)(C)c1cc(C(F)(F)F)nc(SCCCNC(=O)c2ccco2)n1	-1	90	-7	0.4	1	-2	-1.1	0	-17	5.1
CCn1c(SCC(=O)c2ccc(O)c(O)c2)nnc1-c1ccccc1	-4	103	1	0.1	2	-3	-2.4	-6	48	-0.5
Cc1csc(NC(=O)c2ccc(COc3ccccc3)o2)n1	5	78	0	0.1	2	1	0.0	-11	-12	0.4
COc1cc(/C=N/NC(=O)CN(CCc2ccccc2)S(=O)(=O)c2ccc(NC(C)=O)cc2)cc(OC)c1OC	1	97	-1	-0.3	-1	2	-0.2	2	25	1.8
CN(CCCN1CCOCC1)C(=O)c1cc(COc2c(F)cccc2F)on1	-10	104	11	-0.5	-2	0	-3.2	-5	5	-0.3
O=C(Cc1cccs1)N1CCN(S(=O)(=O)c2cccc([N+](=O)[O-])c2)CC1	5	103	0	-0.1	-1	4	-0.2	0	-5	-0.4
CC(=O)Nc1cccc(NC(=O)COc2ccccc2C)c1	2	95	19	0.0	-2	1	1.4	0	-9	0.1
Cc1cc(C(=O)Nc2ccccc2C(=O)N2CCCCC2)ccc1[N+](=O)[O-]	-2	88	3	0.1	-5	0	0.4	-4	0	0.3
CCn1c(SCC(=O)NCCCN2CCCC2=O)nnc1-c1cccc(C)c1	6	94	7	-0.2	-5	1	2.7	9	-3	0.6
Cc1cc(F)ccc1S(=O)(=O)N(CC(=O)N1CCOCC1)CC(=O)N1CCOCC1	1	100	7	-0.3	-2	-1	-0.6	-9	-1	4.0
COC(=O)C(C)(C)ONC(=O)Nc1ccccc1	2	98	18	-0.1	3	2	-0.6	0	4	-1.4
COc1ccc(OC)c(NC(=O)CCC(=O)Nc2nnc(C(F)(F)F)s2)c1	-2	90	1	-0.1	-1	0	-1.0	-2	-7	4.7
CCN(CC(=O)NCc1cccs1)c1ccc(S(=O)(=O)N2CCCC2)cn1	7	98	-7	0.0	-2	1	-0.2	-1	6	0.2
CC(=O)N1CCC(N(CCCOC(C)C)C(=O)Nc2ccc(Cl)cc2)CC1	4	100	5	0.0	2	3	1.2	4	9	0.2

Further compounds:
SMILES	HTR2A ag	ABCB6 inh MLPCN	MC4R antagonist	aDG glyco up	Granule exo inh	Glyco luc inh	MC4R barr agon	ABHD5-PLIN5 inh	Cardio protect	iPSC survival up
Cc1ccc(C)c(-c2nnc(NC(=O)c3ccco3)o2)c1	6	93	3	0.3	-7	3	-1.3	3	6	0.4
COc1ccccc1N1CCN(C(=O)c2ccc3[nH]c4c(c3c2)CCCC4)CC1	6	93	-3	-0.3	-1	2	2.0	3	-10	8.4
COc1cc(CC(=O)NNC(=O)c2cc(C)oc2C)cc(OC)c1OC	-1	94	2	-0.3	0	2	-1.9	-1	10	-0.7
O=C1CC(c2ccccc2)n2nc(NC(=O)C3CCCO3)nc2N1 (stereo not drawn)	8	111	3	3.1*	2	1	1.4	-2	-4	-0.2
COc1ccc(S(=O)(=O)N(Cc2cc3cc(C)ccc3[nH]c2=O)CC2CCCO2)cc1 (stereo not drawn)	4	94	3	0.3	-1	-3	-0.8	-3	15	4.4
Cn1cnnc1SCC(=O)NC1CCCc2ccccc21 (stereo not drawn)	1	90	17	0.3	-2	3	0.5	-6	-2	-1.3
CN(C1=C(NC(=O)c2ccc(Cl)cc2)C(=O)c2ccccc2C1=O)c1ccccc1	-2	103	2	-0.3	3	16	-0.6	5	-23	-1.5

Quoted at random: three entries already listed.
SMILES	HTR2A ag	ABCB6 inh MLPCN	MC4R antagonist	aDG glyco up	Granule exo inh	Glyco luc inh	MC4R barr agon	ABHD5-PLIN5 inh	Cardio protect	iPSC survival up
Cc1ccc(C)c(-c2nnc(NC(=O)c3ccco3)o2)c1	6	93	3	0.3	-7	3	-1.3	3	6	0.4
CN(C1=C(NC(=O)c2ccc(Cl)cc2)C(=O)c2ccccc2C1=O)c1ccccc1	-2	103	2	-0.3	3	16	-0.6	5	-23	-1.5
COc1ccccc1N1CCN(C(=O)c2ccc3[nH]c4c(c3c2)CCCC4)CC1	6	93	-3	-0.3	-1	2	2.0	3	-10	8.4

Screening results (PubChem)
